Screens as filed in PubChem.
HIF-2a inh: HIF-2a inhibition; AID 624352; 0.72% of 360,000 active; 786-0 RCC cells HIF-2a reporter, luciferase luminescence, overnight; inhibition, % at 18.8 µM;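 active = inhibition of the luminescence signal of 40% or more relative to plate controls, in a single-dose primary screen at 18.75 µM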
NR2E3 ag-1: human photoreceptor-specific nuclear receptor agonism. Q9Y5X4. CHO-S Gal4-NCOR/VP16-NR2E3 two-hybrid, luciferase. inhibition of corepressor binding, % at 3.98 µM. 0.35% of 360,000 active. AID 602229;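 active = inhibition above the mean of all tested compounds plus 3 SD, cut at about 70% in these data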;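 note: 0% = DMSO with NR2E3 transfected cells and 100% = cells lacking NR2E3 construct; higher means lower luciferase signal from less NR2E3 corepressor binding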
Target sequence (Q9Y5X4 whole entry, looked up, the tested form may be a part): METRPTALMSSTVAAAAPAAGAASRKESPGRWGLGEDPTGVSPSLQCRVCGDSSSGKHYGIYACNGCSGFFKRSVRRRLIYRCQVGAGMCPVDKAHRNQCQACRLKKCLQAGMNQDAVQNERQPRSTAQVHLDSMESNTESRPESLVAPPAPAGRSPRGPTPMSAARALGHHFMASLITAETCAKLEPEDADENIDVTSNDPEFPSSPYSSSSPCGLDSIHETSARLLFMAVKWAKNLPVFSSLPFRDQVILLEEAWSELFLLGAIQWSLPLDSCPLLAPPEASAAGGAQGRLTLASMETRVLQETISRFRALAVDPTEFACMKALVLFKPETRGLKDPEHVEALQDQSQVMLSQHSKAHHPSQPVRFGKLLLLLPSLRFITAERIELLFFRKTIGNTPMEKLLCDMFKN
MITF TRPM1 inh: reduces MITF-dependent TRPM1 promoter luciferase signal | SK-MEL-5 TRPM1 promoter luciferase, 24 h | inhibition, % at 12.5 µM | 0.83% of 330,000 active;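 active = mean inhibition across replicates of 60% or more, whatever share of single replicates reaches that level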; note: values of inactives mirror those of a sister screen read the other way
Peg3 promoter: Peg3 promoter activity inhibition. HeLa PEG-Prom luciferase reporter, luminescence, overnight. inhibition, % at 20 µM. 1.7% of 360,000 active. AID 588405;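 active = inhibition of at least 50% at 20 µM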
CF NFkB block: blocks PAF-induced NF-kB reporter in cystic fibrosis cells. KKLEB NF-kB-GFP reporter, GFP fluorescence overnight. 0.86% of 360,000 active. inhibition, % at 5 µM. AID 588850;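 active = at least 50% inhibition at 5 µM, scaled per plate between neutral and stimulator controls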;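 note: PAF is a Pseudomonas aeruginosa culture filtrate used as stimulus; plate controls were PAF-stimulated DMSO wells for no effect and unstimulated DMSO wells for full effect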
Shn3 inh set2: inhibitors of Schnurri-3 3'UTR reporter in osteoblasts | 0.52% of 360,000 active | Clone20 osteoblast Shn3 3'UTR firefly luciferase, 24 h | inhibition, % at 12.5 µM | AID 588674;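 active = mean inhibition of at least 75% with every replicate also reaching 75%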;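 note: 0% = median of neutral control wells and 100% = pilot-screen positive control compound; some compounds past the cut are filed as inactive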
CaV13 FRET inh: Primary screen for inhibitors of IQ motif and Ca2+-dependent inactivation inhibitor domain binding in CACNA1D, Förster resonance energy transfer in living cells, …; HEK cells, CFP/YFP FRET ICDI-IQ, plate reader, 10 min; percent FRET-ratio fall versus neutral wells; inhibition, % at 12.3 µM; 0.098% of 340,000 active; AID 743397;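 active = mean replicate inhibition of at least 30% and at least 1% of replicates passing that level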;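 note: 0% = median of the neutral control wells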
Vif inh: inhibitors of HIV Vif; HEK293T cells, Vif self-association by quenched fluorescence, imaging, 24 h; inhibition, % at 7.49 µM; 0.35% of 340,000 active; in the data active = inhibition above about 50%, passing the limit was not always enough; note: some results filed as inactive read as strong as hits
NR2E3 ag-2: agonists of human nuclear receptor NR2E3. Q9Y5X4. 0.12% of 320,000 active. GST-NR2E3/biotin-RetCOR TR-FRET, 1536-well. inhibition of corepressor binding, % at 4.78 µM. AID 2300;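 active = percent inhibition above the cutoff of mean plus 3 SD of all tested compounds, set per screening campaign, cut at about 20% in these data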;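 note: 0% = DMSO wells and 100% = biotin wells as full block of FRET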
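Test system: GST-NR2E3 and biotin-RetCOR proteins | Quantity: 1.35 nM GST-tagged NR2E3 final | Medium: Tris pH 7.5 | Also added: 7 nM biotin-RetCOR | Dosing: Compound at 4.8 µM, single dose | Timing: 5 h at 4 °C | Detection: Time-resolved FRET | Read-out basis: Percent inhibition | Benchmarks: Biotin wells as high control, 0.6% DMSO wells as low control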
KKLEB tox: counter-screen for CF NF-kB inhibitors: cytotoxicity. AID 602141. KKLEB CF airway cells viability, ATPlite luminescence, overnight; stronger effect = lower value; cells stimulated with P. aeruginosa culture filtrate. activity change (cytotoxicity), % at 5 µM. 0.36% of 360,000 active;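 active = corrected activity change at or below -50% at 5 µM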
PDI inh: blocks human protein disulfide isomerase activity. P07237. PDI insulin aggregation turbidity, A650, 90 min. inhibition, % at 10 µM. 0.052% of 350,000 active. AID 588391;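 active = mean inhibition across replicates of 30% or more, whatever share of single replicates reach that level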;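 note: absorbance from insulin aggregation driven by PDI reduction with DTT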
Target sequence (P07237 whole entry, looked up): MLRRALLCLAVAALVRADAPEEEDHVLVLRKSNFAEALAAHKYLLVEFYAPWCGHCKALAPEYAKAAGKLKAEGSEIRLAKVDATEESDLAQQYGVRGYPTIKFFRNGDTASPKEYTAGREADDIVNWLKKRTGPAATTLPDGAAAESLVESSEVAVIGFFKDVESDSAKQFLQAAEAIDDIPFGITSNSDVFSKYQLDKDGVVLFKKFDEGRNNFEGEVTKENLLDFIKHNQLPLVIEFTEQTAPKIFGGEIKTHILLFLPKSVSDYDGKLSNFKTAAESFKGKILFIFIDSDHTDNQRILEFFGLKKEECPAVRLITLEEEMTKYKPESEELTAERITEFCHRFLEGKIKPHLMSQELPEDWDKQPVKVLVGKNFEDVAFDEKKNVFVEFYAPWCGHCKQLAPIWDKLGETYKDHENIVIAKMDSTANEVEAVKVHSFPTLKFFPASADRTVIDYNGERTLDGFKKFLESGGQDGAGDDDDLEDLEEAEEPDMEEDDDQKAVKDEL
* hit, by the source's call; . = no result given.

Compound | HIF-2a inh | NR2E3 ag-1 | MITF TRPM1 inh | Peg3 promoter | CF NFkB block | Shn3 inh set2 | CaV13 FRET inh | Vif inh | NR2E3 ag-2 | KKLEB tox | PDI inh
O=C(NC(NC(=O)c1ccccc1)C(=O)c1ccccc1)c1ccccc1 | 1 | -4 | -8 | 9 | 0 | 5 | . | 9 | 4 | -20 | -1
CC1(C)Cc2c(ccc3ccccc23)-c2nnc(-c3cccnc3)n21 | -18 | -38 | -4 | 6 | -12 | -1 | -7 | -18 | 4 | 11 | -7
CCOC(=O)c1ccccc1NC(=O)c1cn(-c2ccc(OC)cc2)c(=O)c2ccccc12 | 18 | -2 | 14 | 50 | 18 | 5 | -3 | -6 | 3 | -23 | -4
COc1ccccc1/C=N/NC(=O)CC(=O)NCCc1ccccc1 | 12 | -31 | . | 16 | -6 | 8 | -4 | -1 | 0 | 10 | 12
COc1ccc(Br)cc1CNC(=O)CCN1C(=O)COc2ccccc21 | 4 | -2 | 7 | 10 | 3 | -20 | -8 | -1 | 4 | 8 | 0
CS(=O)(=O)N1CCCC(C(=O)N2CCc3ccccc3C2)C1 (configuration not stated) | 7 | 1 | 11 | 15 | -17 | -15 | -5 | -4 | 1 | 8 | 2
CC1(C)COC(Cc2ccccc2)=N1 | 7 | 3 | . | 14 | -5 | 3 | -5 | -11 | . | 7 | 4
C=CCNc1nc2ccccc2nc1NS(=O)(=O)c1ccc(Br)cc1 | 12 | 55 | 6 | 40 | 3 | -23 | -21 | -9 | -5 | 17 | -59
Cc1ccc(N(Cc2ccccc2)C(=O)c2ccc(F)c(S(=O)(=O)N3CCOCC3)c2)cc1 | -10 | -16 | 6 | 18 | 0 | 20 | -6 | -1 | -3 | -2 | 4
COc1cccc(NC(=O)N2C3CCCC2CC(NC(=O)C2CC2)C3)c1 (configuration not stated) | 3 | 5 | -2 | 15 | -14 | 12 | -7 | -8 | 4 | 2 | 6
COc1ccc(S(=O)(=O)NC2CC3CCC2C3)cc1 (configuration not stated) | 11 | 15 | -3 | 13 | 16 | 2 | -20 | -20 | -5 | -6 | -26
CSc1cccc(-n2c(C)cc(C(N)=O)c2C)c1 | 20 | 5 | 2 | 14 | 3 | -7 | -3 | . | 5 | 5 | 10
COc1ccc(-c2csc(N3N=C(C)C(C)C3=O)n2)cc1 (configuration not stated) | -172 | -58 | -48 | -113 | 5 | -26 | -1 | -7 | -4 | -3 | 4
CC(C)=CCOc1c2ccoc2c(OCC=C(C)C)c2oc(=O)ccc12 | 0 | -23 | 6 | 15 | -33 | 19 | . | -23 | . | 7 | .
N#CC(c1ccc(F)cc1)c1ccc(C(=O)c2ccc(F)cc2)cc1 (configuration not stated) | 19 | 27 | -1 | 36 | 8 | 46 | . | 3 | 2 | -7 | -1
O=C(COc1ccc(CNC[C@H]2O[C@@H](n3ccc(=O)[nH]c3=O)[C@H](O)[C@@H]2O)cc1)Nc1nccs1 | 3 | -18 | . | -13 | -9 | 6 | -4 | 0 | . | 2 | .
O=C(NCc1ccco1)C1CC(c2ccccc2O)=NO1 (configuration not stated) | 8 | -28 | 4 | -7 | 8 | 67 | 9 | 2 | 3 | -11 | 0
COc1ccc(OC)c(C(C(=O)NCc2ccco2)N(C(=O)Cn2nnc3ccccc32)C2CC2)c1 (configuration not stated) | 16 | -7 | -6 | 6 | 3 | -4 | -2 | -6 | -4 | -2 | -4
Cc1ccc(O)c(C(=O)c2cc(C#N)c(=O)n(C(C)c3ccccc3)c2)c1 (configuration not stated) | 12 | -29 | 1 | 33 | 2 | 56 | 6 | -12 | 5 | 8 | 4
Cc1ccc(CNc2ccc(Cl)cc2[N+](=O)[O-])cc1 | -226 | -50 | -24 | -152 | 4 | -8 | -5 | -2 | -1 | 10 | -4
Oc1ccc(/C=N/Nc2cc(N3CCCC3)nc(N3CCCC3)n2)cc1 | -16 | 17 | 9 | -5 | -54 | 9 | -5 | . | 3 | -4 | 7
COc1ccccc1C(=O)NC(=S)Nc1ccc(S(=O)(=O)N2CCN(C)CC2)cc1 | -22 | -7 | -3 | -5 | 9 | 19 | -14 | 7 | -2 | -2 | 4
CC(=O)NCCc1nc2ccccc2n1CCOc1ccccc1 | 20 | -20 | -7 | 8 | -9 | -3 | -17 | -4 | 3 | -13 | -5
Nn1c(=S)[nH]c2sc3c(c2c1=O)CCCC3 | -6 | -11 | -2 | -2 | 17 | -5 | -5 | -1 | 2 | -3 | 1
COc1cc(NC(=O)CSc2nc3ccccc3cc2Cc2ccccc2)cc(OC)c1 | 12 | -14 | 17 | 9 | 3 | 16 | -11 | 5 | 1 | 7 | 2
S=c1nc(C2CCCCC2)[nH][nH]1 | 9 | 9 | 1 | 8 | -15 | -4 | . | 3 | 0 | 1 | -8
Oc1ccccc1/C=N/Nc1cccc2cccnc12 | -166 | -155 | -56 | -249 | -44 | -95 | . | 0 | -3 | -2 | -3
CCCCOC(=O)Sc1nc2ccccc2o1 | 16 | -16 | 11 | 7 | 0 | -13 | -5 | 1 | 4 | -2 | 1
COC(=O)[C@H](Cc1ccccc1)N(C)S(=O)(=O)c1cccc(S(=O)(=O)N(C)[C@@H](Cc2ccccc2)C(=O)OC)c1 | 10 | 10 | 7 | 16 | -4 | 25 | -5 | 4 | 0 | -5 | -3
O=S1(=O)CC/C(=N/Nc2ccc(C(F)(F)F)cn2)c2cc(F)ccc21 | 2 | 3 | 1 | 5 | 2 | 10 | -23 | -2 | 4 | 1 | -4
COc1ccc(C(=O)NCC2CCCCC2)cc1S(=O)(=O)N1CCCC1 | 6 | -28 | . | 8 | -3 | 5 | -4 | 0 | 2 | 2 | 11
COC(=O)NCC(C)OC(=O)Nc1ccc(Cl)cc1 (configuration not stated) | -158 | -48 | -38 | -100 | 3 | -20 | 5 | -1 | 4 | 4 | -6
Cc1cc(S(=O)(=O)Nc2ccccc2C)ccc1F | 8 | 0 | -2 | 18 | 7 | -5 | . | 1 | -3 | 9 | 2
COc1ccc(CNC(=O)CCS(=O)(=O)c2ccc(Br)cc2)cc1 | 2 | 0 | -3 | -11 | -14 | -9 | -3 | 1 | 2 | 5 | 0
FC(F)(F)c1nnc2c3ccccc3c(Cl)nn12 | 17 | -2 | -7 | 6 | 24 | 1 | -4 | 78* | . | 2 | 8
COc1ccc(NC(=O)Cn2cnc3sc(C)c(S(=O)(=O)N4CCN(C)CC4)c3c2=O)cc1OC | 0 | -2 | 13 | -2 | -10 | 8 | -4 | 2 | 3 | 1 | -2
COc1ccc(Cl)cc1-c1cc(C(=O)NCc2cccs2)[nH]n1 | 5 | -4 | . | -1 | -45 | 10 | -5 | 8 | . | 19 | -7
C=CCn1c(SC(C)C#N)nc2sc(CC)cc2c1=O (configuration not stated) | 5 | -5 | 6 | -4 | -10 | 4 | 4 | -2 | -3 | 2 | 2
CCCOc1ccc(-c2cc(C(F)(F)F)c(C#N)c(SCC(=O)O)n2)cc1 | 21 | 10 | 18 | 26 | -14 | 4 | -6 | -3 | 2 | -2 | -2
O=C1CCNCCN1[C@H](CO)c1ccccc1 | 11 | 10 | -1 | 8 | 25 | -14 | -7 | . | 5 | -14 | -5
C[C@H](c1ccccc1)n1nnc(COCc2ccccc2)c1C#CCOCc1ccccc1 | -6 | 8 | 3 | 6 | 18 | 2 | -10 | -15 | -3 | -9 | 2
CCN1CCC2(CC1)Oc1c(OC)cccc1C1CC(c3cccnc3)=NN12 (configuration not stated) | -31 | -26 | . | -23 | 4 | -48 | -5 | -5 | 2 | 0 | 0
O=c1c2ccccc2oc2ccc(-c3ccc4[nH]ccc4c3)cc12 | -339 | -172 | -111 | -431 | -81 | 7 | -5 | -4 | -6 | 9 | 1
CC(C)C[C@H](NC(=O)c1nc[nH]c1C(=O)NCC(=O)OC(C)(C)C)C(=O)OCc1ccccc1 | 10 | -4 | 9 | -1 | -7 | 8 | -6 | 2 | 3 | -4 | 6
Cc1cccc(C)c1NC(=O)CN1CCN(CC(=O)NCC2(N3CCCCC3)CCCCC2)CC1 | 1 | -25 | -1 | -3 | 8 | -9 | -5 | 11 | -4 | 10 | 1
CC1(C)OC(=O)N(c2cccnc2)C1(C)O (configuration not stated) | 13 | -17 | 5 | 18 | -9 | -20 | . | 0 | 0 | 7 | -4

Part of the list above, with two lines to a compound.
Each structure is followed by: HIF-2a inh, NR2E3 ag-1, MITF TRPM1 inh, Peg3 promoter, CF NFkB block, Shn3 inh set2, CaV13 FRET inh, Vif inh, NR2E3 ag-2, KKLEB tox, PDI inh
COc1ccc(Cl)cc1-c1cc(C(=O)NCc2cccs2)[nH]n1
  5, -4, ., -1, -45, 10, -5, 8, ., 19, -7
C=CCn1c(SC(C)C#N)nc2sc(CC)cc2c1=O (configuration not stated)
  5, -5, 6, -4, -10, 4, 4, -2, -3, 2, 2
CCCOc1ccc(-c2cc(C(F)(F)F)c(C#N)c(SCC(=O)O)n2)cc1
  21, 10, 18, 26, -14, 4, -6, -3, 2, -2, -2

In the list so far, 3 contain a CF3 group:
Compound | HIF-2a inh | NR2E3 ag-1 | MITF TRPM1 inh | Peg3 promoter | CF NFkB block | Shn3 inh set2 | CaV13 FRET inh | Vif inh | NR2E3 ag-2 | KKLEB tox | PDI inh
O=S1(=O)CC/C(=N/Nc2ccc(C(F)(F)F)cn2)c2cc(F)ccc21 | 2 | 3 | 1 | 5 | 2 | 10 | -23 | -2 | 4 | 1 | -4
FC(F)(F)c1nnc2c3ccccc3c(Cl)nn12 | 17 | -2 | -7 | 6 | 24 | 1 | -4 | 78* | . | 2 | 8
CCCOc1ccc(-c2cc(C(F)(F)F)c(C#N)c(SCC(=O)O)n2)cc1 | 21 | 10 | 18 | 26 | -14 | 4 | -6 | -3 | 2 | -2 | -2
